Assay outcomes deposited in PubChem by several laboratories.
KCNQ1 inh: inhibitors of human KCNQ1 channel, primary screen, cell-based, thallium flux, high-throughput; Potassium voltage-gated channel subfamily KQT member 1 (Homo sapiens), P51787; CHO-K1 KCNQ1, FluxOR thallium flux fluorescence; active compounds read high; B-score at 10 µM; 310,000 compounds, 1.3% hits;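 active means compounds whose thallium flux B-score, printed positive for inhibition, exceeds three library SD while starting fluorescence stays within three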;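 further: channel opened by potassium depolarization with thallium stimulus after 20 min compound exposure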
Target sequence (P51787 whole entry, looked up): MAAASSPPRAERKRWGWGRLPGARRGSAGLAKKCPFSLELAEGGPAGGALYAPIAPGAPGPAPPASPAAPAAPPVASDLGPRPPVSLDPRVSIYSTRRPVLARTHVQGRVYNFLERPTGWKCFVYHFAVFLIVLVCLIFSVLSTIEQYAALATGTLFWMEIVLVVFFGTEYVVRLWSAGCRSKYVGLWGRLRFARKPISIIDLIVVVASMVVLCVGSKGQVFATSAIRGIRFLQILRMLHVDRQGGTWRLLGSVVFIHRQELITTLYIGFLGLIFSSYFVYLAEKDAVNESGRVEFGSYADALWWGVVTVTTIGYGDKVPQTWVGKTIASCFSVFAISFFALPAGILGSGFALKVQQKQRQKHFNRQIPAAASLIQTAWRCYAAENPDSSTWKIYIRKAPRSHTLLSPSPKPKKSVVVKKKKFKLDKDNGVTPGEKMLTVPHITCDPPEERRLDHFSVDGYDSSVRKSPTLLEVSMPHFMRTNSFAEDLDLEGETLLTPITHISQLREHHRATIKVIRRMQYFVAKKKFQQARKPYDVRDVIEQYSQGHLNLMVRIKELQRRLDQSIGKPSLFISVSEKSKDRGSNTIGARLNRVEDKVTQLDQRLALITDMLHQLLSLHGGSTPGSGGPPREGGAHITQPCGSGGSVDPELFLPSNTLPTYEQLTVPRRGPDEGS
KCNK3 block: human KCNK3 channel inhibitors, primary screen, CHO cells, FluxOR thallium flux, B-score; Potassium channel subfamily K member 3 (Homo sapiens), O14649; FluxOR fluorescence; active compounds read low; B-score at 10 µM; 340,000 compounds, 0.84% hits; AID 602410, 2012;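 active means B-score under library mean minus 4 SD, starting fluorescence ratio at most library mean plus 5 SD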;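 further: more negative B-score means stronger inhibition of thallium flux through KCNK3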
Target sequence (O14649 whole entry, looked up): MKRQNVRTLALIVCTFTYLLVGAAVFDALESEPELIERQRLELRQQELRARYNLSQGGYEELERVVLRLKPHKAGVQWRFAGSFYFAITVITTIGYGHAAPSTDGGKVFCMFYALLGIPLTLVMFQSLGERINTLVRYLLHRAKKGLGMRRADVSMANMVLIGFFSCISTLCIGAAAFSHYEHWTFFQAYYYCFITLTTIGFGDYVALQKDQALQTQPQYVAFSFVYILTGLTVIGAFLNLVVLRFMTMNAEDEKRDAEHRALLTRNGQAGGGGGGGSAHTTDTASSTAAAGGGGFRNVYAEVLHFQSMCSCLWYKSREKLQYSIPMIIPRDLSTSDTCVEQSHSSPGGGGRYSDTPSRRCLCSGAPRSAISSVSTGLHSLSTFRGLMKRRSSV
PolyA inh: polyadenylation inhibitors in yeast reporter cells, primary screen, luminescence, S. cerevisiae; S. cerevisiae SKY197-pL101 polyadenylation reporter, beta-gal luminescence; efflux-impaired pdr1/pdr3 knockout yeast; score 100 = 6 SD above DMSO; calls only at 12 µM; 300,000 compounds, 0.02% hits; AID 1875, 2009;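 active means lowest replicate activity score at least 50, where 100 means six control SD above control mean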;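 further: yeast exposed to compound for 9 h at 30 °C; higher score means more reporter readthrough which indicates perturbed polyadenylation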
DYRK1A inh: rat Dyrk1A kinase inhibitors, primary screen, biochemical, single point, plate reader | Dual specificity tyrosine-phosphorylation-regulated kinase 1A (Rattus norvegicus), Q63470 | ADP-Glo luminescence, NFATc1 peptide | inhibition, % at 12.5 µM | 310,000 compounds, 0.43% hits | AID 504441, 2011; in the data active means inhibition above about 50%;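 further: plate controls were vehicle with enzyme for no effect and no enzyme for full effect; many of its hits are not listed in these tables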
GSK3beta inhib: human GSK3beta kinase inhibitors, primary screen, biochemical, cell-free homogeneous, HTS; activity score (negative = inhibition), % at 10 µM; GST-GSK3beta kinase, ADP-Glo luminescence, 60 min; active compounds read low; AID 2097, 2009; 300,000 compounds, 0.038% hits;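 active means more than half of replicate wells score below -50%, meaning over 50% inhibition versus plate controls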;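 further: 0% = median DMSO wells and -100% = median GW8510 positive control wells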
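Assay system: GST-tagged human GSK3beta kinase, cell-free; Input: 1.6 ng GSK3beta; Medium: Tris/MgCl2 kinase buffer; Timing: 60 min enzyme reaction, room temperature; Signal: ADP-Glo luminescence quantifying ADP generated by kinase; Evaluation: score relative to plate controls; Benchmarks: DMSO neutral wells and GW8510 at 20 µM as positive.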
RGS4 act: RGS4 potentiators or activators, primary screen, cell-based, HEK293 M3R inducible RGS4, calcium flux | 310,000 compounds, 0.92% hits | AID 463111, 2010 | carbachol calcium flux Fluo4; active compounds read low | B-score at 10 µM;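 active means B-score of the integrated calcium signal more than 4 SD below the library mean, with starting fluorescence not abnormally high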;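 further: negative B-score means reduced calcium response which marks RGS4 activation or potentiation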
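System – HEK293 FlpIn-TREx cells, stable M3R, doxycycline-inducible RGS4 · Reagent – ECmax carbachol challenge · Times – compound preincubation 20 min at room temperature before agonist · Technique – Fluo4 fluorescence kinetic imaging of calcium · Measure – B score of integrated Fluo4 ratio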
GSK3A inh: blockers of GSK3A enzyme activity – biochemical, luminescence, cell-free homogeneous, HTS, primary screen | AID 2650, 2010 | Glycogen synthase kinase-3 alpha (Homo sapiens), P49840 | 320,000 compounds, 0.1% hits | inhibition, % at 10 µM | GSK-3 alpha kinase, ADP-Glo luminescence, 60 min;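 in the data active means inhibition above about 50%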;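 further: GST-tagged GSK-3 alpha with peptide substrate and 25 µM ATP; 0% = DMSO neutral wells and 100% = GW8510 positive control wells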
RGS4 inh: RGS4 inhibitors, primary screen, cell-based, HEK293 M3R inducible RGS4, calcium flux. Regulator of G-protein signaling 4 (Homo sapiens), P49798. Fluo-4 calcium flux; active compounds read high; triggered by carbachol at its EC20. AID 463165, 2010. B-score at 10 µM. 310,000 compounds, 0.45% hits;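 active means B-score, a plate-corrected calcium signal, over three deviations above library mean, with baseline fluorescence within five deviations of library mean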;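 further: RGS4 expression induced by doxycycline in cells with stable M3 receptor; B-score is computed from the integrated fluorescence ratio over baseline after carbachol; higher B-score means a larger calcium signal and so more RGS4 inhibition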
KCNQ1 act: potentiators or activators of KCNQ1 channel, primary screen, cell-based, thallium flux, high-throughput; B-score at 10 µM; Potassium voltage-gated channel subfamily KQT member 1 (Homo sapiens), P51787; CHO-K1 KCNQ1, thallium flux FluxOR fluorescence; active compounds read high; 310,000 compounds, 0.35% hits;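 active means fluorescence ratio B-score, a plate-corrected score, at least three library SD, with initial intensity B-score within 5 SD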
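Doses: Single concentration per compound, DMSO matched to controls | Test system: KCNQ1-transfected CHO-K1 cells | Timing: 90 min dye loading and 20 min compound exposure, both at room temperature | Measured by: Kinetic FluxOR thallium fluorescence, 10-s 1-Hz baseline, 110-s post-stimulus read | Medium: Assay buffer with matched DMSO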
KCNK9 block: KCNK9 potassium channel inhibitors, primary screen, HEK293 cells, thallium flux; B-score at 10 µM; 310,000 compounds, 1.2% hits; AID 488922, 2010; Potassium channel subfamily K member 9 (Homo sapiens), Q9NPC2; FluxOR thallium flux fluorescence; active compounds read low;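 active means ratio B-score over 3 SD below the library mean, with starting fluorescence within 5 SD of its mean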;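 further: negative B-score means less thallium flux so channel inhibition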
hERG rescue: hERG rescue from dofetilide block, primary screen, cell-based, CHO-hERG, FluxOR thallium flux, dofetilide IC70; activation (rescue from dofetilide block), less the hit threshold, % at 10 µM; dofetilide IC70 present; Voltage-gated inwardly rectifying potassium channel KCNH2 (Homo sapiens), Q12809; 310,000 compounds, 0.51% hits; AID 1511, 2009;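 active means activation above the mean of controls blocked by dofetilide plus 5 SD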;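 further: thallium influx through hERG after potassium depolarization seen as dye fluorescence rise; in these data hits start at about 4.7%; inactives centre near -7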
* hit, by the source's call; i = inactive; x = not tested or not shown. Some of the compounds tested (hit frequency here may not be typical).

SMILES	KCNQ1 inh	KCNK3 block	PolyA inh	DYRK1A inh	GSK3beta inhib	RGS4 act	GSK3A inh	RGS4 inh	KCNQ1 act	KCNK9 block	hERG rescue
COc1ccc(Cn2c(CCC(=O)Nc3ccccc3)nc3cccnc32)cc1	i	i	i	-7	0	i	-2	i	i	i	-13
CCOc1ccc(-n2c(Cc3cc(=O)[nH]c(=O)[nH]3)nnc2SC(C)C)cc1	i	i	i	9	2	i	-3	i	i	i	-7
CC(Nc1nc(-c2ccc(F)cc2)cs1)c1nc2cc(C(F)(F)F)ccc2n1CCCO (stereo not given)	i	i	i	3	2	i	5	i	i	i	-6
O=C(CSc1n[nH]c(-c2ccccc2Br)n1)NC(=O)NCc1ccco1	i	i	i	2	2	i	3	i	i	i	-1
CC(CN(C)Cc1ccccc1)OC(=O)C1COc2ccccc2O1 (stereo not given)	i	i	i	3	1	i	-5	i	i	i	-6
Cc1cccc(C(=O)Nc2ccc(NC(=O)CN3CCOCC3)cc2)c1	i	i	i	1	-1	i	1	i	i	i	-6
CS(=O)(=O)c1ccccc1-c1nnc(NC(=O)c2ccc3ncsc3c2)o1	i	i	i	9	-32	i	6	i	i	i	-4
CCCCOc1ccc(C2C(=O)N(C3CCCCC3)CC(=O)N2CC2CCCO2)cc1 (stereo not given)	i	i	i	1	1	i	-1	i	i	i	-18
CC(C)[C@H](N)C(=O)N1CCC(C(=O)N[C@@H](Cc2ccccc2)C(=O)NCc2ccc(F)cc2)CC1	i	i	i	x	-3	i	1	i	i	i	-7
COc1ccc(CCC(=O)Nc2nc3ccccc3[nH]2)cc1	i	i	i	0	2	i	-1	i	i	i	-11
COc1cc(C(=O)Nc2cnc(NC(=O)C(C)C)cc2C)cc(OC)c1OC	i	i	i	6	5	i	-6	i	i	i	-7
Cc1ccc(OCC(=O)NC(=S)Nc2ccc(Br)cn2)cc1	i	i	i	4	0	i	-2	i	9*	i	12*
CC(C)c1ccc(NC(=O)CCNS(=O)(=O)c2cccc3nonc23)cc1	i	i	i	5	-4	i	-1	i	i	i	-10
O=C1/C(=C\c2cccnc2)Sc2ccccc21	i	i	i	5	1	i	0	5.1*	i	i	-11
CC(=O)Nc1ccc(NC(=S)Nc2ccccc2)cc1	i	i	i	-7	-1	i	-1	i	i	i	-9
COc1ccc(C(C)NC(=O)Cc2ccc(Br)cc2)cc1 (stereo not given)	i	i	i	-4	1	i	3	i	i	i	-3
Cc1cc(Cl)c2oc(C(=O)N(C)C(C)c3ccccn3)c(C)c2c1 (stereo not given)	i	i	i	-4	2	i	1	i	i	i	-15
Cn1c2ccccc2c2nnc(SCC(=O)Nc3ccccc3F)nc21	i	i	i	-3	0	i	0	i	i	i	-7
Cc1nnc(SCC(=O)NCc2ccc3c(c2)OCO3)s1	i	i	i	2	1	i	-1	i	i	i	-5
COc1cc(/C=C2/C(=O)N(C)C(=S)N2C)ccc1OCc1cccc(F)c1	i	i	i	2	2	i	0	i	i	i	-3
CC(C)N(CCO)C(=O)CCc1nnc(CCCc2ccccc2)o1	i	i	i	4	-1	i	-3	i	i	i	-3
Cc1ccnc2nc(C(=O)Nc3ccc(S(=O)(=O)N4CCCC4)cc3)nn12	i	i	i	-1	2	i	2	i	i	i	-6
CC1=C(C(=O)OCc2ccccc2)C(c2cccnc2)n2ncnc2N1 (stereo not given)	i	i	i	-3	3	i	-1	i	i	i	-6
CC(C)C(NC(=O)C1CCCCC1)C(=O)Nc1ccc2c(c1)OCCO2 (stereo not given)	i	i	i	3	3	i	-3	i	i	i	-6
COc1ccc(CCNC(=O)C(=O)NCC2OCCN2S(=O)(=O)c2ccc(Br)cc2)cc1 (stereo not given)	i	i	i	1	1	i	-2	i	i	i	-1

Next section:
SMILES	KCNQ1 inh	KCNK3 block	PolyA inh	DYRK1A inh	GSK3beta inhib	RGS4 act	GSK3A inh	RGS4 inh	KCNQ1 act	KCNK9 block	hERG rescue
Cc1ccc(S(=O)(=O)NCC(=O)OCC(=O)NCc2cccs2)cc1	i	i	i	0	0	i	0	i	i	i	-15
Cn1c(=O)c2c(nc(SCC(=O)Nc3ccccc3N3CCCCC3)n2C)n(C)c1=O	i	i	i	x	1	i	1	i	i	i	-5
CCOC(=O)N1CCN(S(=O)(=O)c2c(C)nc3scc(C)n3c2=O)CC1	i	i	i	x	0	i	2	i	i	i	-8
CC1CCN(CC(=O)c2c[nH]c3ccccc23)CC1	i	i	i	1	-7	i	1	i	i	i	-6
Cc1ccc(N2C(=O)C3ON(c4ccccc4)C(c4ccncc4)C3C2=O)cc1 (stereo not given)	i	i	i	-2	0	i	-1	i	i	i	-16
O=S(=O)(c1ccc(Cl)cc1Br)N1CCCCC1	i	i	i	-6	1	i	-1	i	i	i	-7
O=C(CN1CCCC1)N1c2ccccc2Sc2ccccc21	i	i	i	3	0	-9.5*	1	i	i	i	-6
CCOc1ccc(N=C(C)c2ccccc2O)cc1	i	i	i	3	2	i	-3	i	i	i	-1
Cc1sc(N)nc1-c1c(C)n(C)c2ccccc12	i	i	i	2	-6	i	-1	i	i	i	-8
COc1ccc(S(=O)(=O)NC2CCCCC2)cc1F	i	i	i	x	-3	i	x	i	i	i	-8
Cc1cc(C)c(NS(=O)(=O)c2c(C(=O)N3CCOCC3)c(C)n(C)c2C)c(C)c1	i	i	i	-5	-5	i	x	i	i	i	-6
COc1ccc2sc(N(CCCN(C)C)C(=O)c3ccc(C(=O)c4ccccc4)cc3)nc2c1	i	i	i	11	-6	i	3	i	i	i	-17
CCCc1cc(=O)oc2cc(C)cc(OCc3nn[nH]n3)c12	i	i	i	9	-3	i	4	i	i	i	-5
O=C(COC(=O)c1ccccc1N1C(=O)C2C3CCC(C3)C2C1=O)c1ccccc1 (stereo not given)	i	i	i	0	-24	i	1	i	i	i	-7
O=c1c2ccccc2ncn1Cc1ccco1	i	i	i	6	3	i	1	i	i	i	-8
Cc1c(C)c2ccc(OCC(=O)Nc3ccc(CN4CCOCC4)cc3)cc2oc1=O	i	i	i	-9	1	i	-1	i	i	i	-7
CN(C)CCCN(C(=O)c1ccc(S(=O)(=O)N(C)Cc2ccccc2)cc1)c1nc2c(F)cccc2s1	i	i	i	-6	2	i	0	i	i	i	-16
Cc1ccc(OCCC(=O)Nc2c(C)n(C)n(-c3ccccc3)c2=O)cc1	i	i	i	8	2	i	7	i	i	i	-5
S=c1[nH]nc(-c2cc(-c3ccccc3)n[nH]2)n1/N=C/c1ccc(Br)s1	i	i	i	x	2	i	1	i	i	i	-11
CCOc1ccc(NC(=O)C(c2ccccn2)N(C(=O)CCl)c2ccc(OC)cc2)cc1 (stereo not given)	i	i	i	1	1	i	-1	i	i	i	2
COc1ccc(CCN2CC34C=CC(O3)C(C(=O)NCc3ccccc3Cl)C4C2=O)cc1OC (stereo not given)	i	i	i	-11	4	i	1	i	i	i	4.7*
CC1CCN(C(=O)C(C)Sc2nc(-c3ccccc3)cc(C(F)(F)F)n2)CC1 (stereo not given)	i	i	i	3	1	i	-4	i	i	i	-12
O=[N+]([O-])c1ccc(N2CCN(CCO)CC2)cc1Sc1nc2ccccc2[nH]1	i	i	i	x	1	i	-2	i	i	i	0
CC1(C)SC2c3ccccc3C(=O)N2[C@@H]1C(=O)NCCCN1CCOCC1 (stereo not given in full)	i	i	i	x	-2	i	-4	i	i	i	3
CN(C)c1cc[n+](CC(=O)Nc2c(Cl)cc(Cl)cc2Cl)cc1	i	i	i	-1	-1	i	0	i	i	i	-8

Following part:
SMILES	KCNQ1 inh	KCNK3 block	PolyA inh	DYRK1A inh	GSK3beta inhib	RGS4 act	GSK3A inh	RGS4 inh	KCNQ1 act	KCNK9 block	hERG rescue
CC1=NC(Nc2nc(C)c3ccccc3n2)=NC(C)(C)C1	i	i	i	42	-5	i	0	i	i	i	-14
Nc1ccccc1SCc1c(Cl)cccc1Cl	i	i	i	3	3	i	-2	i	i	i	-7
O=S(=O)(NC(=NCCc1ccc(Cl)cc1)c1ccccc1Cl)c1cccs1	i	-8.9*	i	0	0	i	-1	i	i	i	-17
Cc1c(OCC(=O)NC2CC(C)(C)NC(C)(C)C2)ccc2c3c(c(=O)oc12)CCC3	i	i	i	4	-1	i	0	i	i	i	-8
Cc1ccc(NC(=S)NCCc2c[nH]c3ccccc23)cc1	i	i	i	3	-2	i	1	i	i	i	-11
Cc1ccc(NC(=O)COC(=O)C(NS(=O)(=O)c2ccc(Cl)cc2)C(C)O)c(Br)c1 (stereo not given)	i	i	i	-4	1	i	-1	i	i	i	-3
O=C(CSc1ccc(Br)cc1)Nc1ccccc1Oc1ccccc1	i	i	i	-5	0	i	x	i	i	i	-3
O=C1CSC(=Nc2ccc(F)cc2)N1	i	i	i	8	2	i	-1	i	i	i	-4
CC(C)C(NC(=O)c1ccccc1)c1nnc(SCC(=O)NC2CCCC2)n1C (stereo not given)	i	i	i	-3	2	i	2	i	i	i	-5
COc1ccc(CCNC(=O)Cn2cnc3ccccc3c2=O)cc1OC	i	i	i	-5	2	i	2	i	i	i	-9
O=C(CS(=O)c1ccc(Br)cc1)N1CCOCC1 (stereo not given)	i	i	i	2	1	i	-2	i	i	i	-6
Cc1ccc(OCC(=O)Nc2ccccc2C(=O)NC2CC2)cc1C	i	i	i	-6	2	i	0	i	i	i	-8
